Screening data from PubChem BioAssay.
TrxR1 inh: blocks rat thioredoxin reductase 1; O89049; Potency, µM (doses to about 114 µM), inactives show top-dose activity change, negative = inhibition, usual class: inhibitors; recombinant rTrxR1, NADPH fluorescence consumption, selenite substrate; 390,000 tested, 1% active; also: % is scaled to controls: 0 for no effect and ±100 for the full control effect; nearly all actives have a fitted effect of over 65% in size
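Rat TrxR1 (90 nM in the dispensed reagent) was pre-reduced with 400 uM NADPH for 5 min at room temperature, then incubated with compound for 15 min. After 400 uM selenite was added, NADPH fluorescence (Ex 340/Em 450 nm) was followed for 8 min.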
RXFP1 ag: agonists of human relaxin receptor RXFP1. HEK293T-RXFP1 cAMP TR-FRET, 30 min; response scale: percent of porcine relaxin response, buffer zero. Potency, µM (doses to about 57.5 µM), for the others: top-dose activation, hits mostly activators. 370,000 tested, 0.3% active. AID 2676; also: % is scaled to controls: 0 for no effect and ±100 for the full control effect; nearly all actives have a fitted effect of over 60% in size; many of its hits are not listed in these tables
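cAMP rise read by TR-FRET after 30 min, 37C compound exposure (up to 58 uM) in RXFP1-transfected HEK293 cells with Ro 20174 present. EC50 from Hill-equation fits, with 29 nM porcine relaxin as 100% and buffer as basal.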
USP1-UAF1 inh: blocks the human USP1/UAF1 deubiquitinase complex | Potency, µM (highest dose often 57.1 µM), for inactives: at the highest dose activity change, negative = inhibition, usual class: inhibitors | O94782 | recombinant USP1/UAF1, Ub-Rhodamine cleavage fluorescence | 390,000 tested, 0.23% active; also: % is scaled to controls: 0 for no effect and ±100 for the full control effect; nearly all actives have a fitted effect of over 60% in size; inactives centre near -12
Target sequence (O94782 whole entry, looked up): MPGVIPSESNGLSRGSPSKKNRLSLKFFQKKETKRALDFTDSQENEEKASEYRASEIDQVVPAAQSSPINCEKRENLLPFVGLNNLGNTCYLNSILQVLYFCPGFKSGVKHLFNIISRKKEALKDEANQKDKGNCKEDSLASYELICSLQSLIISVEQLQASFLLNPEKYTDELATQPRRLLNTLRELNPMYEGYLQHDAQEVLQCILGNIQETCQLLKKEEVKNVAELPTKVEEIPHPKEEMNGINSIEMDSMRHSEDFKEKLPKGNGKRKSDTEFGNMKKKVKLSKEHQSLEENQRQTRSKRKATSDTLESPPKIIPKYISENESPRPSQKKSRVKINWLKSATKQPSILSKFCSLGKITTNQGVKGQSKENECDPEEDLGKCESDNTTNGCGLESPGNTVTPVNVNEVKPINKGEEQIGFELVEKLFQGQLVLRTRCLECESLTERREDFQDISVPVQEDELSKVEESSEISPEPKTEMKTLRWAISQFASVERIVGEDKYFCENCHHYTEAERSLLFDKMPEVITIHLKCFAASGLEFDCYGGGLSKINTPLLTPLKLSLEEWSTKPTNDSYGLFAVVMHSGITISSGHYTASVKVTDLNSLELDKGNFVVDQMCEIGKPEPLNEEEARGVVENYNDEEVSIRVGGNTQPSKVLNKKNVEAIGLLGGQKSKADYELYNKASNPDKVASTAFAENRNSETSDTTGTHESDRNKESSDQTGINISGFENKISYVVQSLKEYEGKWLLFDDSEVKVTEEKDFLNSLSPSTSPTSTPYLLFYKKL
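USP1/UAF1 complex at 1 nM was preincubated with compound for 15 min at room temperature, then Ub-Rho substrate (150nM final) was added. Fluorescence (480/540 nm) was read kinetically, 6 reads every 60 seconds.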
Vif-A3G inh: blocks the Vif interaction with human APOBEC3G; Q9HC16; HeLa A3G-eYFP + Vif (tagged APOBEC3G with the HIV-1 protein that degrades it), YFP fluorescence, overnight; Potency, µM (doses to about 46.1 µM), without a hit: at the top dose activity, negative = active, hits mostly inhibitors; 410,000 tested, 0.076% active; AID 602310;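 also: % is scaled to controls: 0 for no effect and ±100 for the full control effect; nearly all actives have a fitted effect of over 60% in size; hits raise eYFP signal because A3G escapes Vif-driven loss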
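HeLa cells stably expressing Vif and C-terminally eYFP-tagged A3G, seeded overnight at 37 deg C, then exposed to compound by pintool overnight at 37 deg C. Rise in yellow fluorescence (Ex 488/Em 500-530, Acumen) marks blocked Vif-driven A3G degradation.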
Vif-A3F inh: blocks the Vif interaction with APOBEC3F | HeLa A3F-eYFP + Vif (tagged APOBEC3F with the HIV-1 protein that degrades it), YFP fluorescence increase | Potency, µM (series often up to 46.1 µM), without a hit: at the highest dose activity, negative = active | 390,000 tested, 0.2% active | AID 602313; also: % of control where 0% means no effect; nearly all actives have a fitted effect of over 65% in size
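HeLa cells stably expressing A3F-eYFP plus Vif, plated and incubated overnight at 37 deg C, then exposed to compounds overnight at 37 deg C. Blocked degradation read as raised yellow fluorescence (Ex 488/Em 500-530).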
IDH1 R132H inh: inhibitors of human mutant IDH1 R132H; 390,000 tested, 0.093% active; O75874; IDH1-R132H enzyme, NADPH consumption, diaphorase/resazurin fluorescence; Potency, µM (highest dose often 76.6 µM), for the others: top-dose activity change, negative = inhibition, most hits filed as inhibitors; also: % is scaled to controls: 0 for no effect and ±100 for the full control effect; nearly all actives have a fitted effect of over 65% in size
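IDH1-R132H (0.5 ug/mL dispensed) in pH 7.5 Tris buffer was preincubated 30 min with compound, then given a substrate mix of 0.016 mM NADPH and 2 mM alpha-KG for 80 min at room temperature; remaining NADPH was read by diaphorase/resazurin fluorescence.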
ALOX12 inh: ALOX12 (human) lipoxygenase inhibition | P18054 | purified 12hLO, xylenol orange hydroperoxide absorbance | Potency, µM (highest dose often 108 µM), without a hit: at the highest dose activity change, negative = inhibition, most hits filed as inhibitors | 580,000 tested, 1.1% active | AID 1671190; also: % is scaled to controls: 0 for no effect and ±100 for the full control effect
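Purified human 12hLO (150 nM final) in 25 mM Hepes, 0.01% Triton X-100, pH 7.0 was preincubated 15 min at room temperature with compound. Then 40 uM arachidonic acid was added, 30 min. Hydroperoxide was read by Fe-XO absorbance ratio 573/405 nm.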
RGS4 inh: inhibitors of human regulator of G protein signaling 4 | P49798 | Potency, µM (titrated, usually from 114 µM), inactives show at the top dose activity change, negative = inhibition, hits mostly inhibitors | Transcreener GDP fluorescence polarization, RGS4-accelerated GTP hydrolysis | 390,000 tested, 0.039% active; also: % is scaled to controls: 0 for no effect and ±100 for the full control effect; nearly all actives have a fitted effect of over 75% in size; some results filed as inactive show a strong effect at the top dose
Target sequence (P49798 whole entry, looked up): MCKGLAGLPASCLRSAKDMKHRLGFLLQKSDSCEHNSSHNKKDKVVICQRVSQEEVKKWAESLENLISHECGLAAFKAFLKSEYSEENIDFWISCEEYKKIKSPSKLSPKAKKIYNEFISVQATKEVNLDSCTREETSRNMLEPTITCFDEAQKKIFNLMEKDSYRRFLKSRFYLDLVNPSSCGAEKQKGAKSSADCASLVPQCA
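MLSMR compounds (23 nl, pin-transferred) preincubated 10 min at room temperature with a 500nM (2x) first reagent, then RGS4 at 900nM (2x) plus Transcreener GDP mix added; fluorescence polarization (620/688 nm) read before and after 90 min at 30 °C.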
TrxR1 substrate: substrates of rat thioredoxin reductase 1; O89049; purified TrxR1 substrate turnover, NADPH consumption readout; Potency, µM (highest dose often 114 µM), without a hit: at the top dose activity change, negative = substrate turnover; 390,000 tested, 0.01% active; AID 588456; also: % is scaled to controls: 0 for no effect and ±100 for the full control effect; nearly all actives have a fitted effect of over 50% in size
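Rat TrxR1, dispensed at 90 nM, was prereduced with 400 uM NADPH (final) for 5 min at ~22 deg C, then incubated with compound 15 min before 400 uM selenite. A first-read NADPH fluorescence drop versus no-compound background flagged substrates.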
* marks the source's active call; other numbers are inactive results; i = inactive; ? = inconclusive; · = no result given; [ ] = remark or other dose. Calls follow the shape of the dose curve; as a rule, active = well fitted curve in the direction sought with a large enough effect; inconclusive = small, poorly fitted or top-dose-only effect, or another doubt; inactive = no such curve, though single readings can be large; an effect the other way counts as inactive or inconclusive. Potency is read from the fitted curve at half-maximal effect. The list is partial, so the mix of outcomes need not match the whole.

SMILES | TrxR1 inh | RXFP1 ag | USP1-UAF1 inh | Vif-A3G inh | Vif-A3F inh | IDH1 R132H inh | ALOX12 inh | RGS4 inh | TrxR1 substrate
O=C(N/N=C/c1cccc([N+](=O)[O-])c1)c1cccc2cc[nH]c12 | 24%[57.1 µM] | -1.4% | -10% | 2% | 4% | 4% | -1% | 30% | 4%[57.1 µM]
O=C(OCn1nnc2ccccc2c1=O)c1ccc2ccccc2n1 | 15%[11.4 µM] | 1.7% | -8% | 4% | 6% | 3% | 0% | 1% | 6%[11.4 µM]
O=C(O)c1cn[nH]c1-n1cnnn1 | 3%[57.1 µM] | 0.6% | -14% | 0% | -4% | 2% | -1% | 23% | 5%[57.1 µM]
O=C(N/N=C/c1ccc(COc2ccc(Br)cc2)o1)c1ccco1 | 8% | 0.6% | -24% | -1% | -12% | 0% | 11% | -1% | 1%
Cc1cccc(NC(=S)N(Cc2ccc(Br)cc2)Cc2ccc(C(=O)O)cc2)c1 | 8% | -0.5% | -2% | 1% | 7% | -2% | -14% | 13%[56.9 µM] | -8%
COc1ccc(C2N(c3ccc(OC)cc3)C(=S)N3CCCN23)cc1 (configuration not stated) | 7% | 3.3% | -17% | 1% | -13% | -6% | 15% | -16% | 6%
COc1ccc(C(=O)N2CCN(S(=O)(=O)c3cc(Cl)ccc3OC)CC2)cc1 | 17%[57.1 µM] | 0.9% | -9% | 0% | 0% | 0% | -1% | -21% | 6%[57.1 µM]
CCCCc1nc2ccccc2c(NC(=O)CNC(C)(C)C)c1CCC | 8% | 3.4% | -18% | 1% | -5% | 6% | ? | -9% | 1%
COc1ccc(C(C#N)N2N=C(C)CC2c2ccccc2)cc1 (configuration not stated) | -12% | 0.3% | -21% | -6% | 2% | -4% | 7% | 3% | 1%
COc1ccc(CC(=O)Nc2c3c(nn2C(C)(C)C)CS(=O)C3)cc1 (configuration not stated) | 7% | -1.4% | -10% | 1% | 4% | -6% | 18%[57.4 µM] | 4% | -2%
O=C(NC1CCCCCC1)C1CCCN(S(=O)(=O)c2cccs2)C1 (configuration not stated) | 20%[57.1 µM] | 0.0% | -14% | -2% | -3% | 4% | 11% | -11% | 13%[57.1 µM]
c1ccc(-c2oc3ncnc(NCCCn4ccnc4)c3c2-c2ccccc2)cc1 | 43%[activator][57.1 µM] | 0.1% | -8% | 1% | -2% | -19% | · | 5% | 82%[activator][57.1 µM]
CCN(c1ccccc1)S(=O)(=O)c1cc(OC)ccc1OC | 13% | -0.1% | -10% | 0% | 1% | 4% | -8% | 13% | 2%
CCOc1ccc2nc(SC3CC(=O)N(c4ccccc4)C3=O)sc2c1 (configuration not stated) | ? | -0.6% | -15% | 1% | 7% | 10% | · | ? | -11%
Cc1ccccc1N1CCN(C(=O)C2CCC(=O)N(C3CCCC3)C2)CC1 (configuration not stated) | 5%[57.1 µM] | -4.4% | -24% | 3% | 2% | -2% | 0% | 0%[56.9 µM] | 4%[57.1 µM]
FC(F)(F)c1cccc(CN2CCC(c3cc(-c4cccs4)n[nH]3)CC2)c1 | -2%[57.1 µM] | 2.4% | -18% | -21% | -7% | -3% | ? | -3% | 1%[57.1 µM]
COc1cccc(-n2c(=O)c3sc4ccccc4c3n(CC(=O)Nc3ccccc3C)c2=O)c1 | 29% | ? | -22% | -3% | -24% | -2% | ? | 19% | 6%
CCOc1ccccc1NC(=O)Cn1cnc2c1c(=O)n(C)c(=O)n2C | -2% | 27% | -7% | 7% | 5% | -8% | -2% | -5% | 6%
COCCn1c(SCC(=O)Nc2ccc(Br)cc2)nc2c([nH]c3ccccc32)c1=O | 32%[activator][57.1 µM] | 1.1% | -36% | -2% | 3% | 6% | -19% | -12% | 1%[57.1 µM]
O=C(Nc1cccc(S(=O)(=O)NCc2ccco2)c1)c1cc(-c2ccccc2)nc2ccccc12 | -57% | -1.4% | -8% | -20% | 9% | 9% | ? | ? | -23%[57.1 µM]
COCCCNC(=O)c1ccc(Cn2c(=O)c3ccccc3n(Cc3cc(C)ccc3C)c2=O)cc1 | 16% | 0.1% | -9% | -23% | 0% | 4% | 0% | 3%[56.9 µM] | 1%
Cc1cc(/C=N/NC(=O)c2ccc(O)cc2)c(C)n1CC(C)C | -5% | 0.1% | -18% | 1% | 1% | 3% | 30% | 17% | -10%
CCOC(=O)c1cnc2ccc(OCC)cc2c1N(C)Cc1ccccc1 | 1%[57.1 µM] | 1.5% | -15% | 3% | 10% | -15% | -7% | 1% | -17%
O=C(Nc1ccc(N2CCOCC2)c(Cl)c1)c1ncn[nH]1 | 3% | 1.5% | 2% | -7% | -19% | -1% | 33% | -18% | -1%
CC(=O)n1c2c(c3ccccc31)OC(N)=C(C#N)C2c1cccc(Cl)c1Cl (configuration not stated) | 10% | 5.8% | -10% | -8% | -11% | -1% | -12% | -23% | 0%

Single entries from the entries so far.
Entry for Cc1cc(/C=N/NC(=O)c2ccc(O)cc2)c(C)n1CC(C)C in Vif-A3F inh: 1%
Entry for COc1ccc(CC(=O)Nc2c3c(nn2C(C)(C)C)CS(=O)C3)cc1 (configuration not stated) in IDH1 R132H inh: -6%
Entry for O=C(N/N=C/c1cccc([N+](=O)[O-])c1)c1cccc2cc[nH]c12 in Vif-A3G inh: 2%

(list continues)
SMILES | TrxR1 inh | RXFP1 ag | USP1-UAF1 inh | Vif-A3G inh | Vif-A3F inh | IDH1 R132H inh | ALOX12 inh | RGS4 inh | TrxR1 substrate
CCc1ccc2c(c1)c(N=NC1=NC(=O)CS1)c(O)n2CC | -20% | -1.8% | -1% | -3% | -13% | 4% | ? | -11% | -20%
COC(=O)c1cccc(NC(=O)/C(=C\c2ccccc2)NC(=O)c2ccccc2Cl)c1 | 16% | -1.3% | -5% | 0% | 1% | -11% | 23% | -1% | 4%
CCc1cc(=O)oc2cc(C)cc(OC(C)C(=O)NC(Cc3c[nH]c4ccc(O)cc34)C(=O)O)c12 (configuration not stated) | -2% | 1.4% | ? | -5% | -4% | 1% | -20% | -14% | 5%
CCOC(=O)C1CCC(CNCc2ccc(Cl)cc2)CC1 (configuration not stated) | -1% | 0.2% | -6% | -2% | 0% | 2% | ? | 14% | -2%
COc1ccc(CCNC(=O)COc2ccc(N(C)S(=O)(=O)c3ccc(C)cc3)cc2)cc1OC | 5% | -0.3% | -16% | 0% | 2% | -7% | -13% | 23% | 1%
CCN(CC)c1ccc(NC(=O)Nc2cccc(C(C)=O)c2)cc1 | 20% | -0.3% | -16% | -8% | -5% | 2% | ? | -6% | 32%
COc1cc2c(C)nc3onc(-c4ccccc4)c3c2cc1OC | 10%[57.1 µM] | 2.7% | -22% | 1% | 3% | -2% | ? | -12% | 8%[57.1 µM]
O=C(NC1CCCC1)C(c1ccsc1)N(Cc1ccco1)C(=O)Cc1cccs1 (configuration not stated) | 8%[57.1 µM] | -1.5% | -15% | -7% | 6% | -4% | 0% | -21% | -10%
O=C(COC(=O)c1ccc(Cl)nc1)NC1CCCc2ccccc21 (configuration not stated) | -2% | · | -19% | -1% | -4% | -2% | -20% | -15% | -1%
CCOc1ccc(N(CC(=O)NC2CCCCC2)S(=O)(=O)c2c(C)noc2C)cc1 | 20% | 0.1% | -25% | 1% | -16% | 6% | -2% | ? | 2%
CC1CCCCN1S(=O)(=O)c1ccc(S(=O)(=O)N2CCN(C)CC2)cc1 (configuration not stated) | 32%[57.1 µM] | 2.2% | -12% | 1% | 12% | 2% | -17% | -2% | 10%[57.1 µM]
NNC(=O)CCn1c2ccccc2c2ccccc21 | 15% | 2.9% | -10% | -19% | -10% | 4% | -6% | -24%[56.9 µM] | 5%
O=C(C[n+]1ccccc1)N/N=C/c1c(F)cccc1Cl | 5% | 5.7% | -4% | -5% | -1% | -7% | 3% | 17% | -4%
Cc1nccn1CCCNC(=O)C1CCC(=O)N(Cc2ccccc2F)C1 (configuration not stated) | 26% | -0.4% | -8% | 3% | 6% | -6% | 2% | 2% | 3%
Cc1nn(C)c(NC(=O)c2ccccc2Cl)c1Cl | 2% | 2.7% | -20% | -1% | -6% | 19% | 13% | 28% | -2%
CCC(SC1=N/C(=C/c2ccccc2)C(=O)N1c1ccccc1)C(=O)Nc1cc(C)on1 (configuration not stated) | -5%[57.1 µM] | 2.1% | -6% | -9% | 3% | -3% | 0% | 11% | -4%[57.1 µM]
Cc1ccc(S(=O)(=O)N[C@@H](Cc2ccccc2)C(=O)N2CCC(C(=O)N[C@@H](CC(C)C)C(=O)O)CC2)cc1 | 6% | 1.9% | -6% | 2% | 17% | 1% | -14% | -7% | 10%[57.1 µM]
CCOC(=O)C1CCN(C(=O)COC(=O)CN(C)S(=O)(=O)c2ccc(NC(C)=O)cc2)CC1 | -10% | · | -12% | 0% | 2% | -1% | i | -7% | -3%
O=C(Nc1ccccc1C(F)(F)F)NC1(C(=O)N2CCOCC2)CCCCC1 | ? | · | 2% | -5% | -15% | 2% | ? | ? | -1%
Cc1ccc(SCCNC(=O)C(CO)(CO)CO)cc1 | 22% | 1.3% | -8% | 0% | -4% | 6% | -6% | 19% | 8%
